Assay outcomes: PubChem, Sanford-Burnham Center for Chemical Genomics
GPR55 activation – GPR55 agonists via beta-arrestin recruitment, primary screen, imaging, U2OS cells, beta-arrestin-GFP redistribution (AID 1961) | G-protein coupled receptor 55 (Homo sapiens) | U2OS GPR55 beta-arrestin-GFP redistribution imaging; higher % means a stronger effect | one-dose activation, % at 10 µM; EC50 in µM for titrated hits | actives 0.048% (n = 290,000);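 active = activation above 40% with more than 50 cells counted in the well; inconclusive = wells holding fewer than 50 cells, flagged as toxic or sparse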;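 also: U2OS osteosarcoma cells stably expressing GPR55 and beta-arrestin-GFP; plate controls were DMSO negative control for no effect and LPI positive control for full effect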
AID2073 – inhibitors of Mint1-CaV2.2 protein interaction, biochemical, HTRF (AID 2073); inhibition, % at 20 µM, or IC50 in µM where a hit was titrated; HTRF protein-protein interaction, Mint1-CaV2.2; higher % means a stronger effect; Voltage-dependent N-type calcium channel subunit alpha-1B (Homo sapiens); actives 0.19% (n = 290,000); in the data active = inhibition mostly above about 51%, no sharp cut-off; inconclusive = no clear call, values can overlap the other calls; inactive = mostly below about 53%; also: some results filed as inactive read as strong as hits
KOR beta-arrestin-1 – KOR agonists, beta-arrestin recruitment, primary screen, cell-based, luminescence, uHTS (AID 1777); KOR beta-arrestin recruitment, luminescence; higher % means a stronger effect; actives 0.02% (n = 280,000); Kappa-type opioid receptor (Homo sapiens); activation, % at 10 µM, or EC50 in µM where a hit was titrated; in the data active = activation above about 50%, passing the limit was not always enough; also: a part of the inactive calls stands beside numbers as strong as those of hits
NOD1 inhibition – NOD1 signaling inhibitors, primary screen, cell-based, luminescence, uHTS (AID 1578). NOD1-driven NF-kB luciferase reporter cells, luminescence; higher % means a stronger effect. inhibition, % at 4 µM, or EC50 in µM where a hit was titrated. actives 1% (n = 290,000); in the data active = inhibition mostly above about 36%, no sharp cut-off; inactive = mostly below about 34%;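 also: HEK-293T reporter cells stimulated with the NOD1 agonist gamma-tri-DAP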
Siah-1 displacement – Siah-1 peptide-binding antagonists, primary screen, biochemical, fluorescence polarization, rhodamine-plectin, uHTS (AID 1817) | actives 0.02% (n = 290,000) | Siah-1 / rhodamine-plectin peptide fluorescence polarization; higher % means a stronger effect | displacement, % at 20 µM, or IC50 in µM where a hit was titrated;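 active = displacement of at least 50% at 20 µM, with a fluorescence ratio check between 0.3 and a set limit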;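 also: plate controls were Siah plus tracer with DMSO for no effect and tracer alone without Siah for full effect; strong numbers were not always called active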
GPR35 arrestin U2OS – GPR35 antagonists blocking zaprinast-driven arrestin recruitment, primary screen, imaging, U2OS, beta-arrestin-GFP, zaprinast agonist (AID 2058); G-protein coupled receptor 35 (Homo sapiens); U2OS GPR35 beta-arrestin-GFP translocation imaging, zaprinast antagonism; higher % means a stronger effect; one-dose inhibition, % at 10 µM; IC50 in µM for titrated hits; actives 0.052% (n = 290,000);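 active = inhibition of at least 50% with at least 30 cells and total cytoplasm GFP at most 10,000,000; inconclusive = under 30 cells or total GFP of 10,000,000 plus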
GPR55 antagonists – GPR55 antagonists blocking LPI-driven arrestin recruitment, primary screen, imaging, U2OS, beta-arrestin-GFP, LPI agonist (AID 2013); G-protein coupled receptor 55 (Homo sapiens); one-dose inhibition, % at 10 µM; IC50 in µM for titrated hits; U2OS GPR55 beta-arrestin-GFP translocation imaging, LPI antagonism; higher % means a stronger effect; actives 0.13% (n = 290,000);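 active = spots per cell inhibited over 60%, with over 100 cells counted and total cytoplasm intensity under 500,000; inconclusive = wells with under 100 cells, flagged as likely toxic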;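 also: U2OS cells stably carrying GPR55 and arrestin-GFP stimulated by 5 µM LPI near EC80; imaged beta-arrestin-GFP aggregate spots per cell after agonist stimulation; plate controls were LPI-stimulated DMSO wells for no effect and DMSO wells without LPI for full effect; some results filed as inactive read as strong as hits; confirmed hits need IC50 under 10 µM and bright autofluorescent wells are also inconclusive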
HIV peptide binding – inhibitors of HIV fusion peptide binding, primary screen, biochemical, uHTS, fluorescence dequenching (AID 1986) | cell-free peptide binding, fluorescence dequenching, 30 min; higher % means a stronger effect | inhibition, % at 20 µM, or IC50 in µM where a hit was titrated | actives 0.3% (n = 290,000); in the data active = inhibition mostly above about 52%, no sharp cut-off; inactive = mostly below about 76%; also: some results filed as inactive read as strong as hits
KOR beta-arrestin-2 – KOR antagonists, beta-arrestin recruitment, cell-based, luminescence, uHTS (AID 1778); actives 0.091% (n = 290,000); inhibition, % at 10 µM, or IC50 in µM where a hit was titrated; KOR beta-arrestin recruitment, luminescence, antagonist mode; higher % means a stronger effect; Kappa-type opioid receptor (Homo sapiens); in the data active = inhibition above about 50%; also: strong numbers were not always called active
The depositor's hits bear a star; ? = inconclusive; / = no result given; [ ] = remark or other dose. The list is partial. The share of hits here may be higher or lower than overall.

Every second line gives: GPR55 activation	AID2073	KOR beta-arrestin-1	NOD1 inhibition	Siah-1 displacement	GPR35 arrestin U2OS	GPR55 antagonists	HIV peptide binding	KOR beta-arrestin-2
1	C[C@H]1CN=C(Nc2ccccc2)N1CC1CCC1
→ -0.2%	12%	-6.3%	-1%	3%	2%	13%	-0.8%	-19%[20 µM]
2	Fc1ccc(CNc2ncnc3c2cnn3-c2ccccc2)cc1
→ -0.1%	-1%	3.7%	-18%	-5%	2%	-6%	0.2%	-5%
3	CC(=O)Oc1cccc(N2C(=O)CC(Nc3ccc(N4CCOCC4)cc3)C2=O)c1 (configuration not stated)
→ -0.1%	-52%	-0.7%	-26%	2%	-10%	-5%	15%	9%
4	O=C1CCCC(O)=C1N=Nc1ccc2ncsc2c1
→ 0.0%	16%	-3.9%	-2%	-6%	-2%	?	5.8%	12%
5	C=C(C)Cn1c(SCC)nc2ccccc2c1=O
→ -0.1%	8%	-3.1%	-19%	6%	12%	-7%	-1.3%	-27%
6	Cc1nn(C)c(C)c1C(C)NC(=O)c1cc(COc2cncc(Cl)c2)on1 (configuration not stated)
→ -0.2%	9%	0.1%	-19%	-2%	21%	2%	0.3%	-12%
7	CCc1ccc(/C=C2\SC(N3CCCC3)=NC2=O)cc1
→ 0.2%	-8%	-0.8%	-22%	-1%	2%	-7%	-2.2%	-19%[20 µM]
8	COC(=O)c1nn(-c2ccc3c(c2)OCO3)cc1O
→ -0.1%	40%	-2.9%	-12%	-4%	-6%	9%	-1.7%	-22%
9	CCCCNC(=S)Nc1ccc2[nH]c(=O)[nH]c2c1
→ -0.1%	9%	-2.2%	0%	-4%	20%	-1%	-2.5%	-16%[20 µM]
10	CCc1ccc(OCC(=O)NC(=S)Nc2ccc(C(C)=O)cc2)c(Br)c1
→ -0.1%	12%	-1.9%	4%	-2%	-12%	3%	0.4%	-6%
11	Cc1ccc(-c2cnc3c(Cl)c(C)nn3c2)cc1
→ -0.3%	32%	-6.5%	-10%	18%	12%	-22%	-1.8%	-10%
12	CC(C)(C)Cc1nnc(NC(=O)c2ccco2)s1
→ -0.2%	16%	0.2%	-34%	1%	-1%	-4%	-0.7%	-12%[20 µM]
13	Cc1ccc(-c2nc3ncccc3o2)cc1NC(=O)c1ccc([N+](=O)[O-])o1
→ 0.3%	3%	-2.7%	23%	-2%	4%	1%	0.3%	14%
14	CCOC(=O)c1csc(N)c1-c1ccc([N+](=O)[O-])cc1
→ -0.1%	-21%	2.7%	2%	17%	4%	6%	-2.6%	14%
15	Nc1ccccc1Nc1cc(-c2cccc(Cl)c2)nn1-c1ccccc1
→ -0.3%	1%	0.3%	-36%	-2%	-11%	8%	4.1%	-8%
16	CCCCc1ccc(S(=O)(=O)NNC(=S)NCc2ccco2)cc1
→ -0.3%	-5%	1.1%	-17%	-2%	8%	11%	-0.5%	9%
17	CC(=O)c1ccc(OCc2ccc(C(=O)c3ccccc3)cc2)cc1
→ -0.1%	7%	3.7%	17%	-1%	-8%	-4%	0.2%	-54%[20 µM]
18	CCOC(=O)Cn1cnc2c(cnn2-c2ccc(OC)cc2)c1=O
→ 0.3%	15%	-2.2%	-36%	-1%	2%	4%	-0.3%	-11%
19	Cc1ccc(C2NC(=O)Cc3ccccc32)cc1 (configuration not stated)
→ -0.1%	16%	-0.7%	21%	-12%	-6%	-7%	0.0%	-32%
20	Cc1ccc(C(=O)Nc2ccccc2C(=O)N2CCCCC2C)cc1 (configuration not stated)
→ 0.2%	6%	-3.7%	7%	-6%	1%	-5%	-0.2%	6%
21	Cc1cc(C(=O)NCCCN2CCCC2=O)cs1
→ -0.2%	3%	1.7%	-6%	-4%	16%	-2%	0.3%	15%
22	CCN(CC)S(=O)(=O)c1ccc(N(C)Cc2cccnc2)nc1
→ -0.1%	18%	3.2%	0%	0%	-4%	-2%	1.7%	-15%
23	CCC(Sc1nc2ccc(N)cc2s1)C(=O)Nc1nccs1 (configuration not stated)
→ -0.1%	-14%	-0.4%	-24%	-6%	8%	-14%	-1.1%	18%
24	CNC(=S)N1N=C(c2ccc(C)cc2)CC1c1cc(OC)ccc1OC (configuration not stated)
→ 0.3%	-2%	4.0%	-22%	-1%	-10%	-21%	0.8%	-47%[20 µM]
25	O=C1c2ccccc2C(=O)N1CN(C(=O)COc1ccc(Cl)cc1Cl)c1cccc(F)c1
→ -0.1%	10%	-0.5%	-27%	4%	12%	2%	2.1%	-2%
26	Cc1cc(C)cc(N=C2NC(=O)CS2)c1
→ -0.2%	21%	3.0%	-10%	-4%	13%	4%	-0.6%	0%
27	COc1cccc(CN(C)C(=O)C23CC4CC(CC(C4)C2)C3)c1
→ 0.0%	14%	18%	-6%	-2%	12%	0%	-1.9%	2%
28	Cc1cccc2cc(C(c3nnnn3Cc3ccc4c(c3)OCO4)N3CCCC3)c(=O)[nH]c12 (configuration not stated)
→ -0.3%	3%	-8.0%	6%	2%	4%	-18%	-1.7%	4%
29	COc1ccc(NC(=O)NNC(=O)COc2ccc3cc(Br)ccc3c2)cc1
→ -0.1%	20%	-0.5%	-45%	-10%	-5%	-5%	0.5%	-9%
30	O=Cc1cccn1-c1ccccc1
→ 0.0%	16%	1.4%	-14%	2%	7%	2%	0.7%	17%
31	CC1=NOC(=O)/C1=C\c1ccc(-c2cc(Cl)ccc2Cl)o1
→ -0.1%	36%	-0.1%	/	-2%	-4%	13%	-0.4%	-72%
32	O=C(Nc1ccccn1)Nc1ccccc1[N+](=O)[O-]
→ -0.1%	7%	-0.9%	-19%	0%	12%	2%	1.5%	-9%
33	COC(=O)c1sccc1NC(=O)CC1C(=O)NCCN1C(=O)c1ccccc1 (configuration not stated)
→ 0.2%	16%	-1.5%	1%	2%	-4%	1%	-0.2%	4%
34	CC(C)C(=O)Nc1nnc(Sc2ccc(N(C)C)cc2)s1
→ 0.5%	-25%	3.9%	-12%	9%	7%	1%	-0.2%	-6%
35	CCC1=Nc2cc(C(=O)NCc3ccco3)ccc2Sc2ccc(C)cc21
→ -0.6%	11%	4.3%	-31%	4%	5%	-3%	4.0%	-122%
36	CN(C)CCNc1ncnc2ccccc12
→ 0.3%	5%	-4.1%	-21%	1%	-1%	11%	0.8%	11%
37	Cn1c(SCC(=O)Nc2cccc(F)c2)nc2c([nH]c3ccccc32)c1=O
→ -0.1%	21%	3.4%	-39%	10%	-1%	6%	-1.8%	7%
38	N#CC1=C(N)Oc2cc(O)ccc2C1c1ccncc1 (configuration not stated)
→ 0.0%	0%	0.1%	23%	-4%	12%	9%	-1.4%	4%
39	CC(=O)Nc1ccc(S(=O)(=O)NCC(=O)OCc2ccccc2)cc1
→ 0.2%	-2%	9.5%	-11%	11%	7%	-7%	-1.1%	-10%
40	O=C1CC(N(Cc2ccco2)C(=O)Nc2ccc(F)cc2)C(=O)N1c1ccc(F)cc1 (configuration not stated)
→ -0.1%	2%	-2.2%	-31%	-7%	8%	6%	-0.9%	-4%
41	O=C(Nc1nnc(-c2ccccc2)o1)c1cccc(N2C(=O)CCC2=O)c1
→ 0.2%	2%	7.4%	-33%	0%	-5%	3%	1.9%	-46%
42	CCCCCSc1nc2c(cnn2-c2ccc(F)cc2)c(=O)[nH]1
→ -0.1%	?	-1.5%	-6%	0%	-4%	33%	2.7%	7%
43	CCOC(=O)c1c(C)c(C(=O)N(C)C2CCCCC2)c(C)n1C
→ 0.2%	14%	6.5%	-24%	4%	-14%	0%	-1.2%	40%
44	COc1ccc(CCN2C(=O)CC(NNC(=O)c3ccccc3Br)C2=O)cc1OC (configuration not stated)
→ -0.1%	5%	-2.6%	-23%	2%	1%	11%	3.0%	19%
45	CCOC(=O)c1[nH]c(=O)[nH]c1CSc1ccccn1
→ -0.1%	-7%	-1.6%	-6%	8%	-8%	6%	-1.4%	29%
46	COC(=O)c1ccc(N2C(=O)CC(N(C)Cc3ccccc3)C2=O)cc1 (configuration not stated)
→ 0.3%	-5%	-1.7%	-16%	2%	3%	19%	2.1%	4%
47	Cc1ccc(Nc2nc(N/N=C/c3c[nH]c4ccccc34)nc(N3CCOCC3)n2)cc1
→ -0.2%	10%	3.1%	34%	-2%	10%	24%	-2.2%	-75%
48	CCOC(=O)c1c(NC(=O)CC2SC(=NC)N(C)C2=O)sc(C)c1C (configuration not stated)
→ -0.1%	-5%	-1.2%	17%	-5%	-6%	-15%	-3.0%	-87%
49	O=C(c1sc2ccccc2c1Cl)N1CCN(CCc2ccccn2)CC1
→ -0.2%	6%	-3.0%	-22%	-2%	7%	-2%	-0.9%	-5%
50	O=C(CC1NCCc2ccccc21)Nc1ccc(Oc2ccccc2)cc1 (configuration not stated)
→ 0.1%	21%	-5.6%	-22%	6%	2%	-5%	-1.0%	-10%
51	O=C1CN(C(=O)COC(=O)/C=C/c2ccc(OC(F)F)cc2)c2ccccc2N1
→ -0.1%	12%	2.2%	-32%	1%	-16%	-5%	-2.2%	-12%
52	O=C(Nc1ccccc1C(=O)NC(Cc1ccccc1)C(=O)O)c1ccccc1 (configuration not stated)
→ -0.1%	4%	0.3%	-15%	9%	-19%	-7%	4.6%	4%[20 µM]
53	CN1C2CCC1CC(NC(=O)c1cccc(C(F)(F)F)c1)C2 (configuration not stated)
→ -0.1%	7%	-3.9%	-9%	0%	14%	12%	0.5%	13%
54	CC1=C(C)CC(C(=O)NNC(=O)c2csc(C)c2C)C(C(=O)O)C1 (configuration not stated)
→ -0.3%	1%	4.8%	-7%	3%	-4%	2%	-0.6%	14%
55	CN(C)C(=O)COC(=O)/C=C/c1cn(-c2ccccc2)nc1-c1cccs1
→ 0.8%	25%	-1.4%	-32%	9%	-5%	5%	-0.3%	-12%
56	COc1cccc(CNC(=O)c2cc(S(=O)(=O)N3CCOCC3)cn2C)c1
→ -0.1%	13%	-5.1%	48%	6%	-6%	-1%	0.2%	-40%[20 µM]
57	CCCn1c(=O)n(C)c(=O)c2c(SCC(=O)NCC(c3ccccc3)N(C)C)nc(CC(C)C)nc21 (configuration not stated)
→ 0.3%	8%	4.7%	20%	0%	-17%	-22%	0.1%	-26%
